High-throughput results as filed in PubChem.
FBA Mtb inh: inhibitors of M. tuberculosis fructose-bisphosphate aldolase; purified M. tuberculosis FBA, fluorescence read-out; inhibition, % at 1 µM; 2.3% of 360,000 active; AID 588726; in the data active means inhibition above about 27%;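 further: 0% = vehicle and 100% = reference inhibitor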
Target sequence (P9WQA3 whole entry, looked up): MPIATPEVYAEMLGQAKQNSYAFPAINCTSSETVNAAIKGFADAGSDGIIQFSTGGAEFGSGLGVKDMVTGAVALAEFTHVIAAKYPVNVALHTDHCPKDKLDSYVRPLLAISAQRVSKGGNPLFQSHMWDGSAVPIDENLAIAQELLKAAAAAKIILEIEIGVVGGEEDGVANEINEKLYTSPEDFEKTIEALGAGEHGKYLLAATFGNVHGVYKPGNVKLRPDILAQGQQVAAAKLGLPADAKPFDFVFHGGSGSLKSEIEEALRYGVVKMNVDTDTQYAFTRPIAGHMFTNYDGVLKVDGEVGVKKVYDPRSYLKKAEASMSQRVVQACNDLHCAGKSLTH
CCHFV vOTU inh: CCHFV vOTU protease inhibition; Pep-AMC fluorescence; inhibition, % at 11.5 µM; 0.55% of 370,000 active; AID 651958; further: 0% = vehicle wells with enzyme and 100% = no enzyme wells
BoNT-A LC inh2: blocks Botulinum neurotoxin A light chain protease; multiplex microsphere protease substrate cleavage, flow cytometry; inhibition, % at 10 µM; 0.17% of 360,000 active; in the data active means inhibition above about 30%; inconclusive means no clear call, values can overlap the other calls; further: plate controls were buffer without enzyme for full effect and enzyme alone for no effect
FadD28 binding: blocks FadD28 binding to the bisubstrate probe | inhibition, % at 12.5 µM | 0.22% of 360,000 active | fluorescence polarization | AID 588549; in the data active means inhibition above about 8.5%, passing the limit was not always enough; inconclusive means no clear call, values can overlap the other calls
BioA inh: inhibitors of Mycobacterium tuberculosis BioA enzyme | purified M. tuberculosis BioA enzyme, plate reader | inhibition, % at 9.99 µM | 0.096% of 360,000 active | AID 602481; in the data active means inhibition above about 40%; inconclusive means no clear call, values can overlap the other calls
GDH-TPI inh: GDH-TPI coupled enzyme inhibition counter-screen; GDH-TPI coupled enzyme counterscreen, NADH absorbance; inhibition, % at 4.8 µM; 1.2% of 360,000 active;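 further: 0% = DMSO wells and 100% = wells lacking the enzyme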
PrPC TRFRET: inhibitors of human cell surface prion protein PrPC. AID 720596. 0.43% of 370,000 active. P04156. inhibition, % at 13.8 µM. TR-FRET read-out; in the data active means inhibition above about 24%; further: 0% = median of the test wells and 100% = reference compound wells
UGM FP inh: Mtb UDP-galactopyranose mutase inhibition | purified UGM, fluorescence polarization probe displacement | inhibition, % at 10 µM | 0.06% of 320,000 active; in the data active means inhibition above about 10%, passing the limit was not always enough; inconclusive means no clear call, values can overlap the other calls
Target sequence (P9WIQ1 whole entry, looked up): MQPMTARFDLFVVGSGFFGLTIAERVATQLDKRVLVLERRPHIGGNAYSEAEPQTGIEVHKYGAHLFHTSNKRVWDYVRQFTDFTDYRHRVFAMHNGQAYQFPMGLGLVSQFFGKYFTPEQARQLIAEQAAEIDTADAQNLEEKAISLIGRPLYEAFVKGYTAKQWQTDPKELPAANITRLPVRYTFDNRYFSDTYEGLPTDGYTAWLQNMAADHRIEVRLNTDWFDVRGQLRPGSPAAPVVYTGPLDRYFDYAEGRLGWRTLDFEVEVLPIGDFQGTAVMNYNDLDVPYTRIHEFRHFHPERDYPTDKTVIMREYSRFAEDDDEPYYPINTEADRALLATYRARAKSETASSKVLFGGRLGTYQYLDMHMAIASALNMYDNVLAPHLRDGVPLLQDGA
BoNT F protease: BoNT F light chain protease inhibition; Multiplex microsphere protease cleavage assay, flow cytometry; inhibition, % at 10 µM; 0.22% of 360,000 active; in the data active means inhibition above about 35%, passing the limit was not always enough; inconclusive means no clear call, values can overlap the other calls; further: plate controls were buffer without enzyme for full effect and enzyme alone for no effect
Active calls of the source: *; ? = inconclusive; nt = not tested or not shown. Unless noted, no stated cut-off is given here; in the data, active means inhibition above about 30%; inactive means the rest.

nr	canonical_smiles	CCHFV vOTU inh	BoNT-A LC inh2	FadD28 binding	PrPC TRFRET	GDH-TPI inh	BioA inh	BoNT F protease	FBA Mtb inh	UGM FP inh
1	CC1(C(=O)Nc2cnc3ccccc3c2)CCN1Cc1ccc(OC(F)(F)F)cc1 (configuration not stated)	27	0.3	-5.2	-4	-4	0.5	-2	-2	nt
2	Cc1[nH]c2ccccc2c1C(=O)CSc1nc2ncc(Cl)cc2[nH]1	-1	0.9	-6.2	5	-8	-1.5	3	-2	0.3
3	N#Cc1c(-c2cccs2)cc(C2CC2)nc1SCC(N)=O	11	-0.1	-2.4	-1	9	-0.5	-6	4	-0.2
4	CCOC(=O)C1=C(CS(=O)(=O)c2ccc(F)c(C)c2)NC(=O)NC1c1ccc(O)c(O)c1 (configuration not stated)	-2	-1.5	-3.5	4	-2	-0.4	-14	-1	-0.6
5	CCOc1ccc(C(=O)OCC(=O)NC(C)C)cc1	2	0.2	-3.8	7	3	nt	4	0	1.2
6	COc1ccc(C(SCC(NC(=O)OCc2ccccc2)C(=O)O)c2ccc(OC)cc2)cc1 (configuration not stated)	25	0.8	-3.1	-2	12	0.8	0	1	nt
7	Cc1ccc(NC(=O)CSCC(=O)Nc2ccc(S(=O)(=O)N3CCOCC3)cc2)cc1	-4	0.5	-3.2	5	-4	2.7	11	4	3.4
8	CC(=O)Nc1ccc2nc(NS(=O)(=O)c3ccc(C)cc3)sc2c1	11	-1.0	4.9	-7	-5	nt	-2	1	2.2
9	CCOC(=O)C(C)Sc1ccc2nnc(CCNS(=O)(=O)c3ccccc3)n2n1 (configuration not stated)	4	0.4	-2.5	2	-5	nt	2	-2	-2.3
10	CC(C)CC(=O)NC(=S)Nc1ccccc1C(=O)Nc1ccccc1	12	0.6	-1.4	-7	2	nt	-5	4	-0.9

The list continues:
nr	canonical_smiles	CCHFV vOTU inh	BoNT-A LC inh2	FadD28 binding	PrPC TRFRET	GDH-TPI inh	BioA inh	BoNT F protease	FBA Mtb inh	UGM FP inh
11	CC1CCN(S(=O)(=O)N2CCC(C(=O)NC3CCCC3)CC2)CC1	-8	0.1	-0.7	-2	-1	nt	-4	0	1.3
12	O=C(c1ccc(OC2CCN(Cc3ccccn3)CC2)cc1)N1CCCCCC1	12	-0.4	1.1	-9	6	-2.6	4	0	2.4
13	COc1ccc2cnn(-c3ccc(OC(F)(F)Cl)cc3)c(=O)c2c1OC	-6	-5.2	-1.0	4	5	-1.1	?	0	-0.8
14	CC1CCN(C2=NC(=O)/C(=C/c3cn[nH]c3-c3ccccc3)S2)CC1	-1	-0.7	-1.8	-11	34*	nt	-6	-1	-1.6
15	C[C@H]1CCC[C@]2(O[C@H](CCO)C[C@@H](O)[C@@H]2O)O1	-7	0.3	-0.7	-4	7	-0.7	0	3	-2.0
16	CCCC(=O)c1cc(F)c(N2CCN(S(=O)(=O)c3ccccc3)CC2)cc1C	-6	-1.8	-0.1	7	2	-1.2	-11	4	-2.7
17	CCOC(=O)Cc1csc(NC(=O)c2cccs2)n1	-19	0.4	-0.4	7	30	-1.6	-4	2	2.1
18	N#Cc1ccc(OCC(O)CN2CCN(CC(O)COc3ccc(C#N)cc3)CC2)cc1 (configuration not stated)	-2	-0.8	-0.4	-9	5	-1.3	26	-1	3.3
19	CCCCc1c(O)nc(SCC(=O)N2CCOCC2)[nH]c1=O	5	1.0	-4.2	-1	8	-2.2	13	3	0.2
20	O=C(O)c1ccc(CSCc2ccccc2Cl)o1	-8	-2.6	-3.6	-3	5	-0.6	-14	0	-3.2

Continuation.
nr	canonical_smiles	CCHFV vOTU inh	BoNT-A LC inh2	FadD28 binding	PrPC TRFRET	GDH-TPI inh	BioA inh	BoNT F protease	FBA Mtb inh	UGM FP inh
21	CCOCCCNC(=O)/C(C#N)=C/c1ccc(C(=O)OC)cc1	-25	-1.0	0.0	4	16	0.0	2	1	-3.3
22	Cc1cc([N+](=O)[O-])nn1CC(=O)Nc1cnc2ccccc2c1	-10	1.4	-3.7	-6	-3	nt	-2	3	3.1
23	CCOC(=O)CNC(=O)/C(=C\c1ccc(F)cc1)NC(=O)c1ccccc1	-13	-0.7	-2.0	4	2	nt	-1	3	-0.2
24	Cc1cccc(NC(=O)N2CCC(C(=O)c3ccc(F)cc3)CC2)c1	15	-2.0	-0.2	1	3	1.4	3	1	1.9
25	Cc1ccccc1NC(=O)Cn1c(=O)n(Cc2ccccc2)c(=O)c2c(C)c(C)sc21	2	0.0	-1.8	0	-2	nt	-5	2	-3.0
26	COc1cccc(NC(=O)C2(C)CCN2C(C)C)c1OC (configuration not stated)	11	0.3	-1.6	4	8	-0.6	2	-2	nt
27	COc1cc(CC(=O)Nc2ccc(S(=O)(=O)N(C)C)cc2)cc(OC)c1OC	0	-0.3	0.0	1	1	-1.1	3	1	-2.6
28	COc1ccccc1NC(=O)CCN1C(=O)c2ccccc2S1(=O)=O	-14	-1.6	-2.4	8	-4	nt	-6	-3	0.0
29	COc1cc(-c2nnc(COC(=O)c3cc(C)no3)o2)cc(OC)c1OC	9	0.3	-1.9	-6	-5	0.5	-6	4	-2.1
30	COc1ccc(S(=O)(=O)NCc2ccc(C(=O)NCCN(C)Cc3ccccc3)cc2)cc1	16	-0.5	-3.0	-12	3	1.3	-2	-1	nt

Next section.
nr	canonical_smiles	CCHFV vOTU inh	BoNT-A LC inh2	FadD28 binding	PrPC TRFRET	GDH-TPI inh	BioA inh	BoNT F protease	FBA Mtb inh	UGM FP inh
31	Cc1cc(C(=O)N/N=C/c2cc(Br)ccc2OC(=O)c2ccccc2)n[nH]1	25	0.1	-5.3	2	4	0.1	4	1	-1.8
32	O=C(NCCCN1CCCC1=O)c1ccc2c(c1)OCO2	-1	?	-5.3	2	2	nt	1	-3	1.1
33	Cc1sc(NC(=O)c2ccccc2)c(C(=O)c2ccccc2)c1C	-7	-0.3	-3.6	-1	-6	-3.5	-3	-1	2.7
34	CNc1ccccc1C(C)(C)c1cc(C)[nH]n1	-3	-0.2	-0.7	5	-1	nt	-2	1	-2.9
35	COc1ccc(-n2nc(C(=O)NCC(=O)N3CCCC3)c3ccccc3c2=O)cc1	4	4.1	-2.4	-11	1	-8.7	-33	-5	-2.9
36	COc1ccc(OCC(=O)Nc2ccccc2C(=O)Nc2ccc(C(=O)O)cc2)cc1	7	-4.6	-2.8	7	3	-0.4	-10	4	3.0
37	COc1ccccc1NC(=O)Nc1ccc(F)c(F)c1	17	-0.8	-4.0	17	1	1.7	-4	-5	-1.1
38	COc1ccc(Cl)cc1NC(=O)COc1cccc(-n2cnnn2)c1	-8	-2.1	-1.9	4	8	nt	-3	-5	2.1
39	C=CCn1c(Cc2c[nH]c3ccccc23)nnc1SCC(=O)NCc1ccccc1	nt	-1.6	-0.6	nt	-5	2.4	-3	-1	0.5
40	O=S1(=O)CC(N2CCCC2)CN1Cc1ccccc1 (configuration not stated)	-3	-0.2	-2.3	-3	nt	-0.1	2	0	nt

More results.
nr	canonical_smiles	CCHFV vOTU inh	BoNT-A LC inh2	FadD28 binding	PrPC TRFRET	GDH-TPI inh	BioA inh	BoNT F protease	FBA Mtb inh	UGM FP inh
41	CCn1c(/C=N/Nc2ccc(C(=O)O)cc2)nc2ccccc21	-12	-0.5	-1.0	7	24	4.5	0	0	-0.8
42	COc1ccccc1CN(Cc1nc2ccccc2c(=O)[nH]1)C(=O)Nc1ccccc1	4	-0.3	-0.1	1	-4	-0.4	6	2	0.6
43	O=C(NCC1CCCO1)c1cc(-c2ccccc2F)no1 (configuration not stated)	5	0.0	-3.2	5	1	-2.1	-8	-3	-0.8
44	Nc1nc(CN2CCN(Cc3ccccc3)CC2)nc(Nc2ccccc2)n1	-4	7.0	-0.2	-12	6	-1.9	9	5	-2.2
45	O=C1NC(=O)C(Cc2cccc(Oc3ccccc3)c2)S1 (configuration not stated)	11	-5.2	-6.3	6	3	1.6	?	-3	-1.2
46	CCN1CCN(C(c2cccs2)C(C)NC(=S)NC2CCCCC2)CC1 (configuration not stated)	-11	-0.2	-0.1	-6	0	nt	-4	2	0.8
47	Cc1ccc(C(=O)CSc2nnc(-c3cccs3)n2C)o1	2	0.0	-2.0	-10	9	2.4	0	0	1.4
48	COc1ccc(C(=O)N(C)[C@H]2C[C@H]3c4[nH]c5ccccc5c4CCN3C(=O)[C@H]2CO)cc1	-22	-0.1	-2.7	0	-1	9.7	-1	14	nt
49	O=C(NCCCn1ccnc1)c1cc(-c2cccnc2)nc2ccc(Br)cc12	-8	0.0	-2.9	-8	8	nt	1	0	-0.9
50	O=C(NC(=S)NC1CCCCC1)c1ccccc1[N+](=O)[O-]	19	1.0	-1.0	-9	-3	-1.4	-2	0	-2.6

Further results
nr	canonical_smiles	CCHFV vOTU inh	BoNT-A LC inh2	FadD28 binding	PrPC TRFRET	GDH-TPI inh	BioA inh	BoNT F protease	FBA Mtb inh	UGM FP inh
51	OC(CNC1CCCCC1)c1ccccc1 (configuration not stated)	-2	-1.1	-1.3	2	-4	1.5	-12	1	-2.0
52	COc1cc(C(=O)NCc2ccc(C)cc2)ccc1OC(F)F	1	0.1	-1.4	-2	4	-1.8	6	0	-0.9
53	Cc1cccc(NC(=O)C2CC(=O)N/C(=N/N=C/c3ccco3)S2)c1 (configuration not stated)	23	1.2	-1.5	2	57*	2.3	11	-2	2.2
54	COc1ccc(NC(=O)C(=O)NCCC2CCCCN2S(=O)(=O)c2ccc(F)cc2)cc1 (configuration not stated)	-10	-2.0	-1.6	6	6	-1.4	-6	0	nt
55	COc1ccc(-c2ccc(-c3cc(=O)oc4cc(OC)c(OC)c(OC)c34)cc2)cc1F	-8	-0.5	0.2	5	-3	-0.2	-2	-2	nt
56	CSc1ncc(CN2CCCC(C(=O)c3sccc3C)C2)cn1 (configuration not stated)	5	-0.3	-4.1	6	5	nt	3	-1	0.5
57	CS(=O)(=O)c1ccc(Sc2nc3ccccc3s2)c([N+](=O)[O-])c1	nt	0.4	0.2	nt	9	0.6	8	-2	1.8
58	Cc1ccc(NC(=O)Cc2ccc(-c3ccccc3)cc2)nc1	-6	-1.5	-0.5	9	-2	-3.9	-9	0	-0.8
59	Cc1c(C#N)c(O)[nH]c(=O)c1N=Nc1ccc(S(N)(=O)=O)cc1	25	-2.0	3.3	-38	3	1.9	-40	-24	5.2
60	Cc1cccc(C)c1NC(=S)N(Cc1cccs1)C1CCCC1	2	0.1	0.8	-9	12	nt	-2	-2	0.2

Continued.
nr	canonical_smiles	CCHFV vOTU inh	BoNT-A LC inh2	FadD28 binding	PrPC TRFRET	GDH-TPI inh	BioA inh	BoNT F protease	FBA Mtb inh	UGM FP inh
61	CC1CCN(c2ncnc3c2cnn3-c2ccccc2)CC1	2	2.4	0.0	1	7	-0.4	1	2	-0.5
62	CNC(=O)COc1ncnc2sc(C)c(C)c12	6	0.4	-3.6	-5	1	nt	8	-9	0.3
63	O=[N+]([O-])c1cc([N+](=O)[O-])c(Oc2cc(F)cc(F)c2F)cc1NN1CCCCC1	3	-0.3	-2.3	11	6	10	-6	-1	-1.5
64	O=C(c1ccc(Cl)c(S(=O)(=O)N2CCc3ccccc3C2)c1)N1CCN(c2ccccc2)CC1	4	-0.4	-5.0	3	-2	nt	-5	3	2.9

Exported as labelled records: entries from further up
62: CNC(=O)COc1ncnc2sc(C)c(C)c12
  CCHFV vOTU inh: 6; BoNT-A LC inh2: 0.4; FadD28 binding: -3.6; PrPC TRFRET: -5; GDH-TPI inh: 1; BioA inh: nt; BoNT F protease: 8; FBA Mtb inh: -9; UGM FP inh: 0.3

63: O=[N+]([O-])c1cc([N+](=O)[O-])c(Oc2cc(F)cc(F)c2F)cc1NN1CCCCC1
  CCHFV vOTU inh: 3; BoNT-A LC inh2: -0.3; FadD28 binding: -2.3; PrPC TRFRET: 11; GDH-TPI inh: 6; BioA inh: 10; BoNT F protease: -6; FBA Mtb inh: -1; UGM FP inh: -1.5

Outcome played no part in choosing rows; overall some 4.8% were active at least once.
